From PubChem
Nrf2 ARE act: qHTS of Nrf2 Activators. Potency, µM (series often up to 46.1 µM), for the others: at the highest dose activation, usual class: activators. hit rate 0.31% among 410,000. AID 624171, 2012. AREc32 ARE-luciferase reporter (MCF7-derived line), luminescence, 24 h; further: % of control where 0% means no effect; nearly all actives have a fitted effect of over 65% in size
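Luminescent ARE reporter assay in AREc32_Fluc cells: overnight plating at 37 deg C, 24 hr compound incubation, Steady-Glo added, 30 min RT before reading.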
S2 tox: Viability Counterscreen for Primary qHTS for Inhibitors of ATXN expression; S2 cells (HEK-293 line with an ATXN2-luciferase reporter) viability, CellTiter-Fluor protease fluorescence, 24 h; Potency, µM (doses to about 56.7 µM), hits mostly cytotoxic; hit rate 0.49% among 400,000; further: nearly all actives have a fitted effect of over 40% in size
TGFb inhibitor: qHTS for Inhibitors of TGF-b. HepG2 CAGA-GFP TGF-b/SMAD3 reporter, GFP fluorescence, 18 h; TGF-beta stimulated, 500 pg/mL final. Potency, µM (titrated, usually from 46.1 µM), without a hit: at the top dose activity, negative = inhibition, actives largely listed as inhibitors. hit rate 1.2% among 410,000. AID 588855, 2011; further: on the % scale 0 is the no-effect control and ±100 the full control effect; nearly all actives have a fitted effect of over 65% in size
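Cell-based qHTS in HEPG2 carrying a CAGA-GFP Smad reporter; compounds added before 500 pg/mL final TGF-beta, 18 h incubation at 37 degrees C, GFP fluorescence quantified per cell by imaging cytometry.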
HepG2 tox: qHTS for Inhibitors of TGF-b: Cytotox Counterscreen; HepG2 CAGA-GFP viability, ATP luminescence, 18 h; Potency, µM (titrated, usually from 46.1 µM), for the others: top-dose activity change, negative = cytotoxicity, usual class: cytotoxic; hit rate 0.76% among 410,000; AID 588856, 2011; further: some results filed as inactive show a strong effect at the top dose
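HepG2 CAGA-GFP cells (1000/well, DMEM with 1% FBS) received compound, then TGF-beta at 500 pg/mL final, and were incubated 18 hours at 37 degrees C. Viability was read by CellTiter-Glo luminescence. Media-only wells were set as complete cell-killing and DMSO as no toxicity.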
ATXN2 expr inh: Primary qHTS for Inhibitors of ATXN expression | hit rate 0.72% among 360,000 | HEK-293 ATXN2-luciferase reporter, luminescence, 24 h | Potency, µM (series often up to 57 µM), for the others: at the top dose activity change, negative = inhibition, actives largely listed as inhibitors; further: on the % scale 0 is the no-effect control and ±100 the full control effect; nearly all actives have a fitted effect of over 55% in size
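ATXN2-luciferase reporter cells (luciferase flanked by upstream and downstream ATXN2 gene portions) were treated 24 h at 37 °C with compounds at up to 57 uM. SteadyGlo luminescence gave expression; GF-AFC fluorescence gave viability.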
EPAC2 antag: qHTS for Antagonist of cAMP-regulated guanine nucleotide exchange factor 2 (EPAC2): primary screen; EPAC2 GEF exchange of Rap1B-BODIPY-GDP, fluorescence; AID 720708, 2013; hit rate 0.18% among 360,000; Potency, µM (highest dose often 114 µM), for the others: top-dose activity, negative = inhibition, most hits filed as inhibitors; Rap guanine nucleotide exchange factor 4 (Homo sapiens), Q8WZA2; further: on the % scale 0 is the no-effect control and ±100 the full control effect; nearly all actives have a fitted effect of over 45% in size; many of its hits are not listed in these tables
Target sequence (Q8WZA2 whole entry, looked up): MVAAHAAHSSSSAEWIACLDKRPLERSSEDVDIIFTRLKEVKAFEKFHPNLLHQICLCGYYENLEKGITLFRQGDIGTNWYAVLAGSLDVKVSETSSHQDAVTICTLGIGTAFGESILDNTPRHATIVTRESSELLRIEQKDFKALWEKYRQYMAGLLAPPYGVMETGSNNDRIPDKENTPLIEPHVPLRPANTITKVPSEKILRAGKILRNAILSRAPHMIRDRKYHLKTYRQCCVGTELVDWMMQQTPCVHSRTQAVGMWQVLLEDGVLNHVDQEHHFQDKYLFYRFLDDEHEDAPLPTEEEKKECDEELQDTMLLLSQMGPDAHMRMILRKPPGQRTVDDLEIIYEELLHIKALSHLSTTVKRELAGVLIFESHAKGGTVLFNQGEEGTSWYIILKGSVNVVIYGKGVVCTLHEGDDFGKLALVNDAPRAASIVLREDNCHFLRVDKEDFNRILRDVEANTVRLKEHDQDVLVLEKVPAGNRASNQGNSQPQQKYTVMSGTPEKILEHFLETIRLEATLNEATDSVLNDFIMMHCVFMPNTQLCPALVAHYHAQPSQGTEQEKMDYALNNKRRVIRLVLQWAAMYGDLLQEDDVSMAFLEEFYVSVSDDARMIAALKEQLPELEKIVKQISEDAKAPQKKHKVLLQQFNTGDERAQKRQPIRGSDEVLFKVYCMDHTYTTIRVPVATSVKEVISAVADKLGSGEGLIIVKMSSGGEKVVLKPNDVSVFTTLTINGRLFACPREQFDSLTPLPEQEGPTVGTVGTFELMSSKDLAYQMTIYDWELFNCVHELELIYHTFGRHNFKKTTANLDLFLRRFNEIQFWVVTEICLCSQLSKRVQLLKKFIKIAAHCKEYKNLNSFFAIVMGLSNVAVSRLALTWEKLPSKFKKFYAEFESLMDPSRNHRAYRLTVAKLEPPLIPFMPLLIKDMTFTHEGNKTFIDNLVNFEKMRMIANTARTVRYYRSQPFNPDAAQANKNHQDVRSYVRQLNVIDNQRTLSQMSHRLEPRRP
A549 viability: Nrf2 qHTS screen for inhibitors: counterscreen for cytotoxicity. A549 ARE-Fluc cells, CellTiter-Fluor viability, 18-24 h. Potency, µM (series often up to 46 µM), for inactives: at the top dose activity change, negative = cytotoxicity, actives largely listed as inhibitors. hit rate 0.16% among 390,000. AID 504648, 2011; further: on the % scale 0 is the no-effect control and ±100 the full control effect
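A549 ARE-Fluc cells in 5% FBS OPTI-MEM, 5000 cells/well, rested 2 h then exposed to compounds in concentration-response for 18-24 h at 37 °C. Viability by CellTiter-Fluor fluorescence (Ex 405/Em 525) after 30 min; luciferase luminescence (BugLite, 15 min, RT) read afterwards.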
MCF10A rerep: A quantitative high throughput screen for small molecules that induce DNA re-replication in MCF 10a normal breast cells | MCF 10A DNA re-replication, Hoechst nuclear intensity, 48 h | Potency, µM (highest dose often 46.1 µM), without a hit: at the highest dose activity, positive = re-replication, hits mostly activators | hit rate 2.9% among 350,000; further: % of control where 0% means no effect; nearly all actives have a fitted effect of over 50% in size
Nrf2 block: Nrf2 qHTS screen for inhibitors; Potency, µM (top dose mostly 46 µM), without a hit: at the top dose activity change, negative = inhibition, actives largely listed as inhibitors; AID 504444, 2011; A549 ARE-Fluc reporter, luciferase luminescence, 18-24 h; hit rate 2.1% among 360,000; further: on the % scale 0 is the no-effect control and ±100 the full control effect; nearly all actives have a fitted effect of over 60% in size
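Concentration-response testing used A549 ARE_Fluc cells at 5000 cells/well. Following an 18-24 h compound incubation, viability was read by fluorescence (Ex 405/Em 525) and luciferase output by luminescence.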
* hit, by the source's call; i = inactive; ? = inconclusive; / = no result given; & = joins results of further samples; [ ] = another dose, or the depositor's remark. The call rests on the fitted dose curve; in most records, active means well fitted curve in the direction sought with a large enough effect; inconclusive means small, poorly fitted or top-dose-only effect, or another doubt; inactive means no such curve, though single readings can be large; an effect the other way counts as inactive or inconclusive. Potency means the concentration at half of the fitted maximal effect. A portion of the library. The share of hits here may be higher or lower than overall.

Structure	Nrf2 block	TGFb inhibitor	Nrf2 ARE act	MCF10A rerep	EPAC2 antag	S2 tox	ATXN2 expr inh	A549 viability	HepG2 tox
COc1cnc(N(C)C)nc1Sc1cccc(Cl)c1	9%	0%	-0.7%	?	?	i	-11%	16%	-19%
Cc1cc(NCc2ccccn2)n2c(nc3ccccc32)c1C#N	-4%	1%	0.0%	5%	0%	i	-7%	-1%	-10%
Nc1ccc2c(c1)OC1(CCCC1)O2	-3%	19%	-1.4%	?	-5%	i	?	2%	-25%
Cc1nnc(SCC(=O)NC(C)(C)C)n1CCc1ccccc1	?	-13%	1.3%	19%	-15%	i	15%	15%	-29%
CC(=O)C1C(c2ccc(F)cc2)C2C(C)=NN=C2CC1(C)O (configuration not stated)	12%	21%	-0.6%	0%	-3%	i	0%	-3%	11%
C=CCC(C#N)(c1ccc(OC)c(OC)c1)c1cnccn1 (configuration not stated)	-13%	-2%	0.4%	-15%	?	i	1%	-4%	4%
COc1ccc(NC(=O)CCN2CCN(S(=O)(=O)c3ccc(OC)cc3)CC2)cc1	-11%	-5%	1.2%	-2%	5%	i	-14%	-1%	15%
Cc1cccc(C(C)C)c1NC(=O)CN1C(=O)NC(Cc2ccccc2)C1=O (configuration not stated)	3%	-13%	0.0%	2%	-4%	?	-3%	3%	7%
CC1(C)CC(=O)C(C(O)c2ccc([N+](=O)[O-])cc2)C(C)(C)N1 (configuration not stated)	5%	20%	0.1%	22%	-1%	i	-18%	-2%	-19%
Cc1ccc(OCC(=O)OC(C)CN2CCCCC2)cc1 (configuration not stated)	?	-15%	-0.3%	1µM*	-4%	?	3%	-1%	5%
CCc1ccc2[nH]cc(S(=O)(=O)c3ccc(C)c(C)c3)c(=O)c2c1	?	1%	-0.4%	27%	5%	i	-13%	-9%	-6%
CCOc1ccc(-c2cn3c(n2)sc2cc(C(=O)NC(C)C45CC6CC(CC(C6)C4)C5)ccc23)cc1 (configuration not stated)	?	-14%	1.3%	/	/	/	/	0%	-30%
CCOC(=O)C1=C(C)N(CCCCCC(=O)O)C(=O)NC1c1cccc([N+](=O)[O-])c1 (configuration not stated)	6%	-5%	0.5%	-31%[inhibitor]	3%	i	7%	-4%	1%
CCN(CC)S(=O)(=O)c1ccc(C(=O)Nc2nnc(COC)o2)cc1	3%	10%	-0.1%	-12%	6%	i	19%	4%	-4%
O=C(CC1CCCCC1)NCCOc1ccccc1	?	-6%	1.7%	0%	2%	i	19%	-1%	23%
CCCCN(C)C(=O)c1ccc2c(c1)N(Cc1cccc(F)c1)C(=O)c1ccccc1S2	/	?	-1.2%	/	/	/	?	-3%	-58%
CNC(=O)C1CC(=O)N(c2ccc(OCC(=O)N3CCCC3)cc2)C1 (configuration not stated)	-3%	-8%	-0.5%	14%	3%	?	27%	1%	2%
CCOc1ncccc1C(=O)Nc1cccc(-n2cnnn2)c1C	8%	-1%	9.3%	12%	1%	i	0%	1%	-14%
O=C(CCC(=O)c1ccc(Cl)cc1)NCc1ccccc1	0%	11%	-0.2%	-2%	4%	i	/	1%	11%
COc1ccc(NC(=O)CN2C(=O)COc3ccccc32)cc1OC	7%	-18%	-0.8%	0%	1%	i	4%	0%	5%
CCN(CC)c1ccc(NC(=S)NC(=O)Cc2ccccc2)cc1	-18%	0%	0.2%	1%	-9%	i	-10%	13%	-3%
COc1ccc(-c2nc(C)c(CCNC(=O)Cc3ccc(F)cc3)s2)cc1OC	/	1%	4.6%	/	/	i	5%	-5%	-16%
N#Cc1cccnc1N1CCN(C(=O)c2ccco2)CC1	20%	11%	3.0%	1%	2%	i	13%	1%	-40%
CN(CC1CCOCC1)C(=O)CC1C(=O)NCCN1Cc1ccc(Cl)c(F)c1 (configuration not stated)	-12%	7%	0.2%	4%	-1%	i	-12%	-2%	7%
COc1ccc(-c2nn3c(-c4ccccc4)nnc3s2)cc1	?	?	0.3%	?	0%	i	-11%	-3%	-29%
COc1ccc(C2/C=C\CN(C(=O)C3CCCC3)C(C)C(=O)N2Cc2ccc(F)cc2)cc1 (configuration not stated)	-15%	?	/	/	/	/	/	-13%	-17%
CC(=O)Nc1cc(C(=O)OCC(=O)c2ccc(Cl)cc2Cl)ccc1C	?	-16%	-0.4%	8%	11%	i	1%	-11%	0%
O=C(NCCc1ccccc1)C(=O)c1c(-c2ccccc2)[nH]c2ccccc12	?	2%	0.4%	0%	-9%	?	-18%	-8%	-17%
Cc1ccnc(NS(=O)(=O)c2ccc(N3C(=O)c4c(Cl)c(Cl)c(Cl)c(Cl)c4C3=O)cc2)n1	-11%	-4%	-0.8%	22%	-21%	i	2%	0%	5%
O=C(NC(=S)N1CCOCC1)c1cc2ccccc2o1	?	-8%	2.4%	?	8%	i	2%	-4%	-8%
c1ccc(-n2ncc3c(NCc4cccnc4)ncnc32)cc1	?	?	4.1%	-3%	7%	i	8%	2%	0%
O=S(=O)(Cc1ccccc1Cl)NCCc1ccccc1	?	0%	0.1%	10%	-11%	i	0%	-4%	-1%
Cc1ccc(/C=C2\SC(=O)N(CCC(=O)N3CCN(C)CC3)C2=O)cc1	?	-10%	2.7%	13µM*	5%	i	7%	0%	-12%
COCCCN(Cc1ccccn1)S(=O)(=O)Cc1ccccc1	/	0%	0.1%	0%	-2%	i	12%	6%	21%
O=C(O)c1ccc(CSc2nnc(COc3ccccc3)o2)cc1	3%	-14%	0.2%	1%	-4%	i	-6%[11.3 µM]	6%	-22%
COCCNC(=O)C1(C)CCN(Cc2noc(-c3c(C)noc3C)n2)C1 (configuration not stated)	/	12%	-0.2%	/	11%	i	15%	/	1%
COc1ccc(C=C2CCC3C(=O)CCCC3(C)C2=O)cc1 (configuration not stated)	/	-24%	10%	/	1%	i	/	/	-39%
COc1ccc(-n2c(SCC(=O)Nc3ccccc3C)nc(O)c(Cc3ccccc3)c2=O)cc1	10%	-4%	3.5%	-4%	7%	i	17%	-5%	-17%
COc1cc(OC)c2ccc(=O)oc2c1C(CC(=O)N1CCOCC1)c1ccc2c(c1)OCO2 (configuration not stated)	-13%&9%	0%&-1%	0.4%	-29%	-15%	?	3%	-20%&-14%	-15%&-2%
COc1ccc(NS(=O)(=O)c2cccc(NC(=O)COc3ccccc3[N+](=O)[O-])c2)cc1	?	?	2.1%	-1%	2%	i	-5%	-9%	-21%
O=C(O)c1cccc(NS(=O)(=O)c2cccc3nsnc23)c1	7%	-11%	-0.2%	4%	19%	i	6%	-9%	-3%
CCC(=O)Nc1cc(C(=O)NCc2ccc(C)cc2)ccc1S(=O)(=O)c1ccc(C)cc1	/	0%	0.3%	/	/	/	/	0%	-21%
COc1ccccc1Cn1c(=S)[nH]c2cc(C(=O)N3CCN(c4ccccc4OC)CC3)ccc2c1=O	0%	0%	1.1%	0%	-9%	i	/	6%	13%
CCN(CC(=O)Nc1c(F)cccc1F)C(=O)c1ccc2c(c1)C(=O)N(c1ccccc1C)C2=O	/	2%	-1.6%	/	-8%	i	/	/	14%
Cc1ccc(C(C)C)c(OCC(=O)OCc2c(C)noc2C)c1	4%	0%	-0.2%	-1%	-7%	i	1%	-6%	4%
CN(C)/C=C(\C(=O)c1cccc(Cl)c1)c1nnnn1-c1ccccc1	-10%	12%	0.3%	-1%	-7%	i	1%	-3%	-6%
CCOC(=O)c1ccccc1NC(=O)CSc1cn(CC(=O)N2CCCCCC2)c2ccccc12	?	0%	-0.1%	/	/	/	/	-17%	-20%
O=C(CSc1nnc(-c2ccc(F)cc2)o1)NC1CCCCC1	-26%	2%	0.4%	-2%	-1%	i	-24%	-2%	-18%
Nc1c(C(=O)O)sc2nc3c(cc12)CCCC3	20%	-8%	4.3%	0%	6%	i	/	18%	-1%
COc1ccc(-c2cn(-c3ccc(C)c(Cl)c3)c(=S)[nH]2)cc1OC	-5%	0%	18%	13%	?	i	-34%	?	-15%
Nc1c(C(=O)NC2CCCC2)sc2nc(-c3cccs3)ccc12	-4%	1%	0.9%	7%	4%	i	-33%	2%	0%
Clc1cccc(Nc2ncnc3ccc(Br)cc23)c1	?	?	?	8%	-15%	i	-17%	3%	-37%
Fc1ccc(CNc2ccc(N3CCN(Cc4ccccc4)CC3)cc2)cc1	?	-27%	0.4%[9.22 µM]	-1%	-15%	i	-31%	-1%	-13%
COc1cc2c(cc1N/C=C(\C#N)c1nc(-c3ccccc3)cs1)oc1ccccc12	1%	22%	3.2%	29%	9%	/	5%	0%	1%
COc1ccccc1NCCC(=O)OCC(=O)Nc1cc([N+](=O)[O-])ccc1F	0%	-6%	-0.2%	-1%	1%	i	4%	-1%	-1%

Two entries from above in a different format.
COc1ccccc1Cn1c(=S)[nH]c2cc(C(=O)N3CCN(c4ccccc4OC)CC3)ccc2c1=O
  Nrf2 block: 0% | TGFb inhibitor: 0% | Nrf2 ARE act: 1.1% | MCF10A rerep: 0% | EPAC2 antag: -9% | S2 tox: i | ATXN2 expr inh: / | A549 viability: 6% | HepG2 tox: 13%

COc1cc2c(cc1N/C=C(\C#N)c1nc(-c3ccccc3)cs1)oc1ccccc12
  Nrf2 block: 1% | TGFb inhibitor: 22% | Nrf2 ARE act: 3.2% | MCF10A rerep: 29% | EPAC2 antag: 9% | S2 tox: / | ATXN2 expr inh: 5% | A549 viability: 0% | HepG2 tox: 1%

Two records picked at random from the list so far:
Structure	Nrf2 block	TGFb inhibitor	Nrf2 ARE act	MCF10A rerep	EPAC2 antag	S2 tox	ATXN2 expr inh	A549 viability	HepG2 tox
COc1ccc(-c2cn(-c3ccc(C)c(Cl)c3)c(=S)[nH]2)cc1OC	-5%	0%	18%	13%	?	i	-34%	?	-15%
COc1ccc(NS(=O)(=O)c2cccc(NC(=O)COc3ccccc3[N+](=O)[O-])c2)cc1	?	?	2.1%	-1%	2%	i	-5%	-9%	-21%
